From PubChem BioAssay
Pf Dd2 growth: P. falciparum Dd2 growth inhibitors, primary screen, SYBR Green fluorescence, single dose replicates; 94,000 compounds, 2.3% hits; AID 1159554, 2015; activity change, % at 10 µM; 72 h; hits give low values; in the data active = activity change below about -80%
KDM4C inh: inhibitors of GASC-1 (KDM4C) histone demethylase, primary screen, biochemical, single concentration HTS. Lysine-specific demethylase 4C (Homo sapiens), Q9H3R0. GST-KDM4C 2-372, H3K9me3 peptide, LANCE TR-FRET. inhibition, % at 12.5 µM. 96,000 compounds, 0.15% hits;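 active = mean replicate inhibition above about 25%, with at least 55% of replicates also reaching it, limit read from the data, passing the limit was not always enough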
Target sequence (Q9H3R0 2-372 limits assumed): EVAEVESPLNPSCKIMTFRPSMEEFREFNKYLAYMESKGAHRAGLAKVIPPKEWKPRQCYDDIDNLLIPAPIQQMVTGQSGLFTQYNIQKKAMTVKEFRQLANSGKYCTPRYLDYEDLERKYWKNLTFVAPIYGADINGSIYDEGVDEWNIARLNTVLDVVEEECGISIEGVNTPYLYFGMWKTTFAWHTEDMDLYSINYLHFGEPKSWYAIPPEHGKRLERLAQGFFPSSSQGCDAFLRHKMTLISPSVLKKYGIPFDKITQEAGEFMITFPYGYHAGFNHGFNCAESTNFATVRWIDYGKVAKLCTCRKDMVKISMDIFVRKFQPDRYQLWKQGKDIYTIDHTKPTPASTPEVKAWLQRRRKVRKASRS
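System: N-terminal GST-fused human GASC-1 (KDM4C) fragment, residues 2-372; amount: enzyme final amount 10 nM; incubation: reaction 30 min RT, detection step 1 h RT; medium: HEPES buffer, pH 7.5, plus ascorbate; technique: LANCE TR-FRET, Eu antibody, ULight-streptavidin, EDTA, ex 340 nm, em 618/671 nm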
Tcruzi prolif: T. cruzi intracellular proliferation inhibitors, primary screen, cell-based, beta-gal Tulahuen parasites, NIH3T3 host, luminescence; T. cruzi beta-gal in NIH3T3, GalScreen luminescence, 90 h; inhibition, % at 8.34 µM; 77,000 compounds, 5.9% hits; AID 624255, 2012;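 active = mean inhibition above about 93%, with at least 55% of replicates each passing it, limit read from the data, passing the limit was not always enough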
C diff growth: C. difficile growth inhibitors, primary screen, HTS | Clostridium difficile clinical isolate growth, OD600, 24 h; hits give low values | growth activity, negative = inhibition, % at 16 µg/mL (by protocol) | 86,000 compounds, 0.25% hits | AID 1259249, 2017;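 active = mean growth activity at or below -80% and every replicate also at or below -80%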;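 also: 0% = DMSO wells and -100% = levofloxacin 16 µg/mL wells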
Active calls of the source: *; . = not tested or not shown; & = joins results of further samples.

cpd	SMILES	Pf Dd2 growth	KDM4C inh	Tcruzi prolif	C diff growth
1	C[C@H]1CCCCO[C@H](CN(C)C(=O)CCC(F)(F)F)[C@@H](C)CN([C@@H](C)CO)C(=O)c2cc(NS(=O)(=O)c3ccc(F)cc3)ccc2O1	-22.3	-0.1	.	-8.8
2	C[C@@H]1CN([C@@H](C)CO)S(=O)(=O)c2ccc(-c3ccc(C#N)cc3)cc2O[C@@H]1CN(C)C(=O)CN(C)C	.	0.8	18.5	-1.8
3	O=C(c1ccc2c(c1)OCO2)N1C[C@H]2[C@@H](c3ccccc31)[C@H](CO)N2Cc1ccc2c(c1)OCO2	-12.0	-0.6	43.3	8.9
4	CS(=O)(=O)N1CC2(C1)[C@@H](c1ccccc1)[C@@H](CO)N2CC1CC1	22.9	-1.8	.	-1.6
5	CO[C@@H]1CN(C)C(=O)c2cc(NC(=O)c3cnccn3)ccc2OC[C@@H](C)N(CCc2ccccc2)C[C@H]1C	-49.0	-0.9	.	.
6	C[C@@H]1CCCCO[C@H](CN(C)C(=O)C2CCCCC2)[C@@H](C)CN([C@@H](C)CO)C(=O)c2cc(NC(=O)C3CCCCC3)ccc2O1	-76.0	-0.4	28.0	-2.0
7	CO[C@H](CN(C)S(=O)(=O)c1ccc(C)cc1)[C@H](C)CN(Cc1ccccc1Cl)[C@@H](C)CO	-20.0	0.3	85.4	.
8	COc1ccc(NC(=O)N(C)C[C@@H]2OCCCC[C@@H](C)Oc3ccc(NC(=O)c4ccncc4)cc3C(=O)N([C@H](C)CO)C[C@@H]2C)cc1	37.7	-0.7	8.3	7.2
9	COc1ccc(-c2ccc([C@H]3[C@@H](CO)N4C(=O)CNC[C@H]34)cc2)cc1	-22.8	-1.2	.	-1.8
10	C[C@@H]1CN([C@@H](C)CO)C(=O)c2cc(NS(=O)(=O)c3cccs3)ccc2O[C@@H](C)CCCCO[C@@H]1CN(C)C(=O)c1ccncc1	4.1	1.2	.	.
11	CNC[C@H]1Oc2ccc(NC(=O)CCC(F)(F)F)cc2C(=O)N([C@H](C)CO)C[C@@H]1C	-1.2	-1.9	-0.6	1.1
12	C[C@@H]1CN([C@H](C)CO)C(=O)c2cc(C#C[C@@H](C)O)cnc2O[C@H]1CN(C)CC1CCOCC1	-64.5	0.7	.	-5.6
13	C[C@H](CO)N1C[C@H](C)[C@H](CN(C)C(=O)Nc2ccc(F)cc2)Oc2c(NS(=O)(=O)c3ccc(Cl)cc3)cccc2C1=O	-30.0	4.0	10.5	2.6
14	CC(C)C(=O)Nc1ccc2c(c1)C(=O)N(C)[C@H]1CC[C@@H](CC(=O)N[C@@H](C)c3ccccc3)O[C@@H]1CO2	2.5	4.2	-1.5	0.2
15	C[C@@H]1CN([C@H](C)CO)C(=O)c2cccc(NC(=O)c3nc4ccccc4s3)c2O[C@@H]1CN(C)C(=O)NC1CCCCC1	-60.1	-0.6	3.8	.
16	CCCC(=O)Nc1ccc2c(c1)OC[C@H](C)N(CC1CCOCC1)C[C@@H](C)[C@H](OC)CN(C)C2=O	-19.8	3.7	-19.2	-2.7
17	CCC(=O)Nc1ccc2c(c1)C(=O)N(C)C[C@H](OC)[C@H](C)CN(C(=O)CC1CC1)[C@H](C)CO2	42.3	-0.2	-1.4	.
18	C[C@@H]1CCCCO[C@@H](CN(C)C)[C@H](C)CN([C@@H](C)CO)C(=O)c2cc(NS(=O)(=O)c3ccccc3)ccc2O1	8.7	2.4	30.8	-1.4
19	COCC(=O)NC[C@H]1N[C@H](CO)[C@@H]1c1ccc(C#CC2CCCCC2)cc1	2.1	-0.2	.	-7.2
20	C[C@@H]1CN([C@H](C)CO)C(=O)Cc2cc(NC(=O)Cc3cn(C)c4ccccc34)ccc2O[C@@H]1CN(C)S(=O)(=O)c1cccs1	8.1	-1.9	83.8	-2.5
21	C[C@H]1CN([C@@H](C)CO)C(=O)c2cc(C#CC3CC3)cnc2O[C@H]1CN(C)C(=O)Cc1ccccn1	36.0	-1.0	49.7	.
22	COc1ccc(NC(=O)N(C)C[C@@H]2Oc3ccc(NC(=O)c4ccncc4)cc3CC(=O)N([C@@H](C)CO)C[C@@H]2C)cc1	1.1	-1.2	-37.7	1.0
23	COCC(=O)Nc1ccc2c(c1)[C@H]1C[C@@H](CC(=O)NCc3cccc(F)c3)O[C@@H](CO)[C@H]1O2	5.0	-0.5	.	-2.5
24	O=C1N[C@H](Cc2ccccc2)COCc2cn(nn2)CC[C@H]1Cc1ccccc1	.	1.3	.	7.0
25	COc1ccc(NC(=O)Nc2ccc3c(c2)CC(=O)N([C@H](C)CO)C[C@@H](C)[C@H](CN(C)S(=O)(=O)c2ccccc2)O3)cc1	0.9	-3.0	-4.2	9.3
26	COc1ccc(CN(C)C[C@H]2Oc3ccc(NC(=O)Cc4ccccc4)cc3CC(=O)N([C@@H](C)CO)C[C@@H]2C)cc1	-48.0	12.5	74.0	3.4
27	Cc1noc(C)c1S(=O)(=O)Nc1ccc2c(c1)C(=O)N([C@@H](C)CO)C[C@@H](C)[C@H](CN(C)Cc1ccc(C(F)(F)F)cc1)OCCCC[C@H](C)O2	-52.6	-1.1	90.5	-13.0
28	CN1C(=O)c2cc(NC(=O)c3cccc(F)c3)ccc2OC[C@@H]2O[C@H](CC(=O)NCc3ccccc3Cl)CC[C@H]21	-31.6	0.2	69.2	17.0
29	O=C(C[C@H]1CC[C@H]2[C@@H](COC[C@H](O)CN2C(=O)Nc2ccc(F)cc2)O1)NCCc1ccccc1	-29.8	-0.1	21.3	-2.8&-5.0
30	CN1C(=O)c2cc(NS(=O)(=O)c3ccccc3F)ccc2OC[C@H]2O[C@@H](CC(=O)NC3Cc4ccccc4C3)CC[C@@H]21	.	-0.9	31.7	2.5
31	O=C(Cc1ccccn1)N[C@@H]1CC[C@H](CC(=O)N2CCCCC2)O[C@H]1CO	-21.8	-1.3	-55.5	4.7
32	C[C@@H]1CCCCO[C@H](CN(C)S(=O)(=O)c2ccc(Cl)cc2)[C@@H](C)CN([C@H](C)CO)C(=O)c2cc(NC(=O)CCCN(C)C)ccc2O1	9.2	-0.8	-9.3	-2.8
33	O=C(Nc1ccccc1F)N[C@@H]1CC[C@@H](CCNS(=O)(=O)c2ccccc2)O[C@H]1CO	-1.0	-1.0	-18.7	-1.8
34	COc1cccc(-c2ccc(CC[C@H]3O[C@H]4CC[C@@H](CO)O[C@H]4C[C@H]3NS(C)(=O)=O)cc2)c1	-27.1	.	.	-10.4
35	CC(C)NC(=O)Nc1cccc2c1O[C@H](CN(C)S(C)(=O)=O)[C@H](C)CN([C@@H](C)CO)C2=O	9.3	-1.2	16.0	-4.2
36	CC(C)C#Cc1cnc2c(c1)C(=O)N([C@H](C)CO)C[C@@H](C)[C@H](CN(C)Cc1ccccn1)O2	-15.3	8.1	-17.3	3.8
37	CC(=O)N1[C@@H](CO)[C@@H](c2ccccc2)[C@@H]1CN(CC(C)C)C(=O)c1ccccn1	8.5	0.2	-15.7	1.7
38	C[C@@H]1CN([C@@H](C)CO)C(=O)Cc2cc(NS(=O)(=O)c3cn(C)cn3)ccc2O[C@H]1CN(C)CC1CCCCC1	-26.1	0.8	11.5	-2.7
39	COc1ccc(C#Cc2ccc([C@H]3[C@H](CO)N4CCCCN(C(=O)Nc5ccccc5)C[C@@H]34)cc2)cc1	-51.8	-6.3	71.6	1.6
40	CCC(=O)N1CC(=O)N2[C@H](CO)[C@H](c3ccc(C#CCc4ccccc4)cc3)[C@H]2C1	-21.8	-0.5	.	-17.0
41	CC(C)NC(=O)N[C@@H]1CC[C@@H](CC(=O)NCCN2CCCC2)O[C@H]1CO	-2.5	0.4	22.7	-0.7
42	CO[C@@H]1CN(C)C(=O)c2ccc(NC(C)=O)cc2OC[C@@H](C)N(Cc2ccccn2)C[C@H]1C	25.8	3.6	-54.8	.
43	C[C@H]1CN([C@@H](C)CO)C(=O)c2cc(NC(=O)Nc3ccc4c(c3)OCO4)ccc2O[C@H]1CN(C)Cc1ccc(Oc2ccccc2)cc1	1.1	-0.7	116.8*	10.6
44	O=C(Nc1ccc2c(c1)[C@H]1C[C@H](CC(=O)N3CCOCC3)O[C@H](CO)[C@H]1O2)c1ccc2c(c1)OCO2	18.9	2.8	62.8	2.0
45	C[C@H]1CN([C@@H](C)CO)C(=O)c2ccccc2-c2ccccc2CO[C@H]1CN(C)Cc1ccncc1	6.1	0.9	75.2	-0.1
46	C[C@@H]1CN([C@@H](C)CO)C(=O)Cc2cc(NC(=O)Cc3cn(C)c4ccccc34)ccc2O[C@H]1CN(C)Cc1ccncc1	-22.0	2.5	72.1	-3.4
47	O=C(NCC[C@@H]1CC[C@H](NC(=O)c2ccccc2F)[C@@H](CO)O1)c1ccc2c(c1)OCO2	11.7	-0.3	23.9	.
48	C[C@@H]1CN([C@@H](C)CO)C(=O)c2cc(NC(=O)c3ccncc3)ccc2O[C@@H]1CN(C)C	5.8	-0.9	6.4	-2.4
49	Cc1noc(C)c1NC(=O)N(C)C[C@H]1OCCCC[C@@H](C)Oc2ccc(NS(=O)(=O)c3ccccc3)cc2C(=O)N([C@H](C)CO)C[C@@H]1C	-15.8	.	-44.7	-2.4
50	C[C@H]1CN([C@@H](C)CO)C(=O)Cc2cc(NC(=O)Nc3ccc4c(c3)OCO4)ccc2O[C@@H]1CN(C)Cc1ccc(C(=O)Nc2ccccc2N)cc1	-59.8	0.0	45.6	-0.7
51	C[C@H](CO)N1C[C@H](C)[C@H](CN(C)C(=O)Nc2cc(F)ccc2F)Oc2cc(/C=C/c3ccccc3)ccc2S1(=O)=O	-87.9*	-0.6	.	1.3
52	COc1ccc(-c2ccc3c(c2)O[C@H](CN(C)CC2CC2)[C@H](C)CN([C@@H](C)CO)S3(=O)=O)cc1	-58.4	-1.5	47.4	-9.2
53	C[C@@H]1CN([C@H](C)CO)C(=O)CCCn2nncc2CO[C@@H]1CN(C)S(=O)(=O)c1ccc2c(c1)OCCCO2	-3.3	.	-58.5	.
54	O=C(CC1CC1)N1CC(=O)N2[C@H](C1)[C@H](c1ccc(-c3cccnc3)cc1)[C@@H]2CO	37.7	0.1	.	-15.6
55	COc1ccc2c3c(n(C)c2c1)[C@@H](CO)N(C(=O)CN(C)C)CC31CCN(C(=O)CN(C)C)CC1	13.8	0.4	.	1.8
56	CC(C)CC#Cc1cnc2c(c1)C(=O)N([C@@H](C)CO)C[C@H](C)[C@@H](CN(C)Cc1ccc3c(c1)OCO3)O2	-29.3	1.9	82.0	-5.2
57	COCC(=O)N(C[C@H]1N[C@H](CO)[C@@H]1c1ccc(-c2ccccc2)cc1)C(C)C	-2.1	-2.4	1.6	2.6
58	C[C@H]1CN([C@@H](C)CO)C(=O)c2cc(Br)cnc2O[C@@H]1CN(C)Cc1ccc2c(c1)OCO2	-0.9	-0.2	-58.5	0.1
59	C[C@@H]1CN([C@@H](C)CO)C(=O)c2cc(NC(=O)Nc3ccccc3)ccc2O[C@H]1CN(C)Cc1ccncc1	-0.9	-0.5	29.1	-0.4
60	Cn1cnc(S(=O)(=O)N[C@H]2CC[C@@H](CC(=O)NCC3CC3)O[C@H]2CO)c1	-0.9	1.0	.	-1.7

Three compounds drawn at random from those above:
cpd	SMILES	Pf Dd2 growth	KDM4C inh	Tcruzi prolif	C diff growth
31	O=C(Cc1ccccn1)N[C@@H]1CC[C@H](CC(=O)N2CCCCC2)O[C@H]1CO	-21.8	-1.3	-55.5	4.7
38	C[C@@H]1CN([C@@H](C)CO)C(=O)Cc2cc(NS(=O)(=O)c3cn(C)cn3)ccc2O[C@H]1CN(C)CC1CCCCC1	-26.1	0.8	11.5	-2.7
34	COc1cccc(-c2ccc(CC[C@H]3O[C@H]4CC[C@@H](CO)O[C@H]4C[C@H]3NS(C)(=O)=O)cc2)c1	-27.1	.	.	-10.4

The results go on:
cpd	SMILES	Pf Dd2 growth	KDM4C inh	Tcruzi prolif	C diff growth
61	COc1ccccc1NC(=O)N1CCCCN2[C@@H](CO)[C@@H](c3ccc(C#CC4CC4)cc3)[C@@H]2C1	-89.5*	.	.	47.8
62	C[C@H]1CN([C@@H](C)CO)C(=O)c2cc(-c3cccnc3)cnc2O[C@H]1CN(C)C(=O)C1CCC1	34.7	0.5	27.9	-1.0
63	O=C(C[C@@H]1CC[C@@H]2[C@H](COC[C@H](O)CN2Cc2cccc(Cl)c2)O1)N1CCCCC1	-5.8	-1.1	53.6	-2.8&-13.9
64	CNC[C@@H]1Oc2ccc(NC(=O)C3CC3)cc2C(=O)N([C@@H](C)CO)C[C@H]1C	38.4	1.4	-8.1	-1.3
65	C[C@H](CO)N1C[C@H](C)[C@H](CN(C)Cc2ccc3c(c2)OCO3)OCc2ccccc2-c2c(n(C)c3ccccc23)C1=O	-55.0	-1.8	.	16.6
66	CC(=O)N1[C@H](CO)[C@H]2c3ccccc3N(S(=O)(=O)c3ccccc3C)C[C@H]21	-0.9	-0.1	46.0	-0.8
67	CCN1[C@@H]2Cn3c(ccc(-c4ccccc4)c3=O)[C@H]1[C@@H](C(=O)NCc1ccccc1)[C@@H]2CO	8.4	-0.3	53.1	-3.1

Not a hit list, and some 7% of all compounds hit somewhere here.
